Screening results deposited in PubChem by several laboratories.
JNK3 inh: JNK3 (human) kinase inhibition; P53779; purified JNK3 kinase activity, HTS; inhibition, % at 8 µM; 0.61% of 60,000 active; in the data active = inhibition above about 17%;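 note: 0% = DMSO and 100% = reference inhibitor; many of its hits are not listed in these tables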
Target sequence (P53779 whole entry, looked up): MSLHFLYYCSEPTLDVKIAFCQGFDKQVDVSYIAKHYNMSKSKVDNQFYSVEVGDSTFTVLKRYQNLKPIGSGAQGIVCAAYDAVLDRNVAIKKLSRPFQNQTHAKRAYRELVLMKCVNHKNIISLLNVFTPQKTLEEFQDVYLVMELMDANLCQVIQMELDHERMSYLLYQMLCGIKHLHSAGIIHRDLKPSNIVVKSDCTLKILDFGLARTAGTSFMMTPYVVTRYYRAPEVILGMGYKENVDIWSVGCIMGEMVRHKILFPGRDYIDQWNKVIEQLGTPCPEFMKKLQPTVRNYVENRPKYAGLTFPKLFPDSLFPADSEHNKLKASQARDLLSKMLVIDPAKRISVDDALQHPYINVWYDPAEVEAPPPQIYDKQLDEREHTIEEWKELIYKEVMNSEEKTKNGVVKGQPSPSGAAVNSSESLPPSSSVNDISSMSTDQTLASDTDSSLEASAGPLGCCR
FXIa mix inh: factor XIa (human) inhibition, mixture screen. 0.19% of 62,000 active. purified FXIa, fluorogenic substrate, pooled mixtures. inhibition, % at 5 µM. P03951. AID 680;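 note: each value is inhibition by a whole ten-compound pool holding the compound; 0% = enzyme with no mixture and 100% = wells lacking enzyme; strong numbers were not always called active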
FXIIa mix inh: inhibitors of human coagulation factor XIIa, pooled mixtures | P00748 | purified FXIIa, fluorogenic substrate | 0.2% of 62,000 active | inhibition, % at 5 µM;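 note: 0% = enzyme without compound and 100% = no enzyme blank; some results filed as inactive read as strong as hits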
PKA kinase inh: inhibitors of human protein kinase A; P17612; PKA Kemptide phosphorylation, Kinase-Glo ATP luminescence; inhibition, % at 6 µM; 0.1% of 65,000 active; AID 524;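 active = inhibition above the screen-wide mean inhibition plus 3 SD, cut at about 21% in these data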; note: many of its hits are not listed in these tables
ROCK2 inh: blocks human Rho kinase 2 activity; purified ROCK2, Kinase-Glo ATP depletion luminescence; 0.35% of 60,000 active; AID 604; inhibition, % at 6 µM;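 active = inhibition above the screen-wide mean inhibition plus 3 SD, cut at about 18% in these data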;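 note: plate controls were DMSO wells for no effect and Y-27632 control wells after no-enzyme background subtraction for full effect; many of its hits are not listed in these tables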
CatS inh: human cathepsin S inhibition; recombinant cathepsin S, AMC dipeptide fluorescence, pooled mixtures; inhibition, %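 (tested at 5 µM per compound within 10-compound mixtures)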; 0.06% of 62,000 active; AID 501; in the data active = inhibition above about 32%, passing the limit was not always enough;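 note: 0% = enzyme without compound and 100% = blank without enzyme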
C1s inh: human complement C1s inhibition; P09871; purified C1s, fluorogenic AMC substrate, pooled mixtures; mean inhibition % of two 10-compound mixtures (active compounds read high), % at 5 µM (by protocol); 0.16% of 62,000 active; AID 538;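 active = inhibition above 20% in each of the two 10-compound mixture wells holding the compound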;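 note: 0% = enzyme wells lacking compound mixture and 100% = no-enzyme blank wells; some compounds called inactive have numbers as strong as hits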
CatG inh: blocks human cathepsin G enzyme activity. 0.2% of 62,000 active. AID 581. purified enzyme, AMC-tetrapeptide fluorescence, pooled mixtures. inhibition, % at 5 µM (by protocol). P08311;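 active = inhibition above 20% in each of the two mixture wells holding the compound; inactive = inhibition of 20% or less in either well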;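 note: 0% = enzyme control without mixture and 100% = blank lacking enzyme; strong numbers were not always called active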
Target sequence (P08311 21-244 limits assumed): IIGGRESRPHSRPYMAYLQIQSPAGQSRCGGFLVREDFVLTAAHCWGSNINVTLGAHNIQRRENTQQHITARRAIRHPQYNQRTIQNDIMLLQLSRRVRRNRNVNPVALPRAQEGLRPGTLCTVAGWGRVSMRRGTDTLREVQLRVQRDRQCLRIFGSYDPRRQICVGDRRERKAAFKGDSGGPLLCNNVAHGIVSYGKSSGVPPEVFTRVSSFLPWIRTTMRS
CatL inh: inhibitors of human cathepsin L; 0.17% of 58,000 active; inhibition, %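 (tested at 10 µM)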; purified cathepsin L, fluorogenic substrate, fluorescence; P07711; in the data active = inhibition above about 45%;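 note: 0% = enzyme with no compound and 100% = no enzyme blank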
Target sequence (P07711 114-288 limits assumed): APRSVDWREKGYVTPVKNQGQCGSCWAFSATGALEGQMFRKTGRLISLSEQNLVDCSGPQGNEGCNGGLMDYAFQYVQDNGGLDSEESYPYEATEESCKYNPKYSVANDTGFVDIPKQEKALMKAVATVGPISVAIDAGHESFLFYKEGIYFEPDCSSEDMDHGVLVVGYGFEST
Target sequence (P07711 292-333 limits assumed): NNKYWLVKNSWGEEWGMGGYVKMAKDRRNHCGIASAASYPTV
Numbers without * were called inactive; . = no result given. Cut-off read from the data, not from the text of the source, unless noted: active = inhibition above about 20% (passing the limit was not always enough); inactive = the rest. This is a random part of the collection; about 1.5% have a hit in one of these screens.

SMILES	JNK3 inh	FXIa mix inh	FXIIa mix inh	PKA kinase inh	ROCK2 inh	CatS inh	C1s inh	CatG inh	CatL inh
O=C(c1ccccc1)N1CCn2c(nc3ccccc32)C1	2	2	3	7	2	-6	5	6	.
CS(=O)(=O)Nc1ccccc1Oc1ccccc1	-5	3	-4	6	4	1	11	9	-1
C=CCN=C(NC#N)SCC(=O)NCc1ccccc1	-1	-3	-12	-8	0	9	-40	-9	-2
COc1ccc(NC(=O)C(CCS(C)(=O)=O)NC(C)=O)cc1 (centres undefined)	-4	-5	15	-6	-1	2	-2	2	-4
O=C(NCc1ccccn1)C1CCCN(Cc2cnn(-c3ccccc3)c2-n2cccc2)C1 (centres undefined)	-9	-3	11	10	0	3	-34	-6	6
O=C(Cn1c(=O)oc2ccccc21)N(Cc1ccccc1)C1CCS(=O)(=O)C1 (centres undefined)	2	5	2	1	2	15	-7	-1	4
COc1nc(NC23CC4CC(CC(C4)C2)C3)nc(OC)n1	.	-1	7	.	.	6	6	1	.
COC(=O)Cc1n[nH]c(=S)[nH]c1=O	-1	9	5	13	4	-4	10	16	-8
COc1cccc(CNC(=O)c2nnn(CC(=O)Nc3ccc(C)c(C)c3)c2N)c1	.	-1	-20	10	.	-10	12	9	-8
O=C(CCn1nnc2ccccc21)Nc1nnc(-c2ccccc2F)s1	3	4	-18	11	-2	10	-3	-3	10
COC(=O)CCCCC1SCC(NC(=O)OC)C1NC(=O)OC (centres undefined)	-2	-3	9	13	5	-5	-17	25	3
CN(c1ccccc1)S(=O)(=O)c1ccc(C(=O)OCC(=O)NCc2ccco2)cc1	.	1	2	12	.	11	-28	-9	-1
CCCOc1ccc(C2C(=O)N(C3CCCCC3)CC(=O)N2C2CC2)cc1OC (centres undefined)	.	8	1	2	.	12	19	12	.
CCOC(=O)C1=Nc2ccccc2C1=[N+]=[N-]	-5	.	.	6	5	.	.	.	17
CCCn1nnnc1NCc1cccn1C	-2	-1	1	3	12	-5	-11	4	-7
CCOC(=O)Cc1csc(SCC(=O)/C(C#N)=C(\C)N)n1	0	8	7	-1	0	-3	14	12	-6
O=c1cc(N2CCN(c3ccccc3)CC2)[nH]c(=O)n1C1CCCCC1	2	7	16	7	4	15	-43	-4	7
Cn1c(=O)[nH]c(=O)c2c1nc(N1CCN(c3cccc(Cl)c3)CC1)n2CCCc1ccccc1	6	13	0	5	2	9	0	14	-1
Cc1ccc(C(C)C)cc1C(=O)CC1(O)C(=O)N(C)c2ccccc21 (centres undefined)	3	17	11	-9	1	8	12	10	-2
O=C(NCCCN1CCOCC1)c1c(O)c2cc(Br)cc(Br)c2[nH]c1=O	6	-6	3	9	4	6	-14	-11	0

Shown with values ahead of the structure: part of the list above.
JNK3 inh | FXIa mix inh | FXIIa mix inh | PKA kinase inh | ROCK2 inh | CatS inh | C1s inh | CatG inh | CatL inh | Molecule
-5 | 3 | -4 | 6 | 4 | 1 | 11 | 9 | -1 | CS(=O)(=O)Nc1ccccc1Oc1ccccc1
-1 | -3 | -12 | -8 | 0 | 9 | -40 | -9 | -2 | C=CCN=C(NC#N)SCC(=O)NCc1ccccc1

Remaining list, next part:
SMILES	JNK3 inh	FXIa mix inh	FXIIa mix inh	PKA kinase inh	ROCK2 inh	CatS inh	C1s inh	CatG inh	CatL inh
CC(C)c1nc(C#N)c(NCCCn2ccnc2)o1	.	-5	11	1	.	-6	-14	5	-7
CC[C@H](C)[C@H](NS(=O)(=O)c1ccc(C)cc1)C(=O)N1CCC(C(=O)N[C@@H](C)C(=O)O)CC1	1	6	0	-5	-6	27	-17	0	1
COc1cc(Br)c(S(=O)(=O)Nc2c(C)n(C)n(-c3ccccc3)c2=O)cc1OC	2	3	7	8	10	6	-9	6	18
Cc1nc2ccccc2cc1O	-3	10	-1	-1	-16	7	-26	7	-271
O=S(=O)(N1CCCCC1)n1c(Cc2ccccc2)nc2ccccc21	-4	1	-2	-3	3	-21	-18	-7	-11
CN(CCCC(=O)Nc1ccncc1)S(=O)(=O)c1ccc(Cl)cc1	-3	5	-17	8	10	16	-6	2	2
O=C(Nc1nccs1)c1cccc(NC(=O)C2CC2)c1	11	1	7	5	7	3	10	13	3
COc1ccc(NC(=O)N(CCC(C)C)C(C)c2ccccn2)c(OC)c1 (centres undefined)	-10	8	8	5	5	-6	0	-2	-3
CCOC(=O)c1cccc(NC(=O)CSc2nc3cccnc3n2C)c1	1	5	8	3	6	-3	-3	3	1
COc1cc2c(cc1NC(=O)C1CCCO1)oc1ccccc12 (centres undefined)	-9	-1	-2	6	9	1	4	1	11
Cc1ccc(S(=O)(=O)CCc2nnc(NC(=O)c3cnccn3)s2)cc1	5	5	6	-3	-3	-2	7	7	5
COc1ccc(OC)c(S(=O)(=O)N(C)CC(=O)N2CCN(c3cccc(Cl)c3)CC2)c1	-2	4	-12	12	7	5	2	-5	10
COCCNC(=O)CN(c1cccc(OC)c1)S(=O)(=O)c1ccc(C)cc1	-5	4	7	0	2	18	-28	-2	8
CCCOc1ccc(-c2nnn(CC(=O)c3ccc4c(c3)OCCO4)n2)cc1	-2	5	9	-3	2	0	20	13	11
N#CC1=C2SCN(c3ccccc3)CN2C(=O)CC1c1ccccc1Cl (centres undefined)	0	8	9	7	-1	4	0	1	-4
O=S(=O)(NCCc1csc(-c2cccnc2)n1)c1ccc(Cl)s1	0	5	11	-6	2	-1	-4	-3	6
CCOC(=O)CSc1nc2ccccc2c(=O)n1CC1COc2ccccc2O1 (centres undefined)	-5	4	-16	6	4	-2	-21	7	7
CCCCCOC(=O)C1[C@H]2C(=O)N(CCCOC)C[C@]23C=C[C@H]1O3 (some centres undefined)	2	3	5	3	-2	4	13	10	15
Cn1c(Cc2csc(N)n2)nnc1SC/C=C/c1ccccc1	-2	4	9	7	2	4	0	-1	-6
CCOC(=O)C1=C(C)NC(=O)NC1c1ccoc1 (centres undefined)	2	5	4	9	8	2	6	9	22
Cc1cc(=O)[nH]c(SCC2(O)C3CC4CC(C3)CC2C4)n1 (centres undefined)	0	4	1	1	2	0	11	10	8
O=c1n(CCCN2CCN(c3cccc(Cl)c3)CC2)nc2ccccn12	5	-3	5	-7	-1	3	-12	10	-4
COc1cccc2cc(C(=O)OC3CCN(C)CC3)c(=O)oc12	-5	-31	-23	1	-6	-25	-43	-20	-6
Cn1c(=O)n(CCc2ccccc2)c(=O)c2c1nc1n2CCCN1CCc1ccccc1	1	2	2	8	4	16	4	2	-1
Cc1ccc(-c2noc(CCCC(=O)Nc3cccnc3)n2)cc1	-4	-5	0	3	0	-4	-37	8	7
CCSC(C)CC1CC(=O)CC(=O)C1 (centres undefined)	4	7	-14	6	3	19	0	-2	10
O=C(O)CN1C(=O)C2C3C=CC(C3)C2C1=O (centres undefined)	-2	10	-14	5	6	5	1	0	.
O=C(O)CCCCCCC1C(=O)NC(=O)N1CCC(O)C1CCCCC1 (centres undefined)	-3	1	-16	4	7	1	15	12	16
CC1CCCN(C(=O)C23CCC(C)(C(=O)C2)C3(C)C)C1 (centres undefined)	.	7	2	.	.	2	10	8	9
C/C=C/COC(=O)c1[nH]c2c(c1C)C(=O)CC(c1ccc(N(C)C)cc1)C2 (centres undefined)	-3	8	-14	6	0	4	2	-2	8
CC(C)(C)C(=O)/C(C#N)=c1\s/c(=C\c2ccncc2)c(=O)n1CCCN1CCOCC1	2	11	12	-3	1	1	2	0	0
CCCC(c1nnnn1Cc1ccc(F)cc1)N1CCN(C2CCCCC2)CC1 (centres undefined)	2	2	7	6	3	5	1	7	26
CCCCNC(=O)Nc1ccc(Br)cn1	.	2	9	3	.	6	-2	-1	6
COc1ccc(S(=O)(=O)N(CC(N)=O)C2CCCCC2)cc1Cl	1	10	5	-3	-5	-2	-3	1	3
Cn1cccc1C(=O)OCC(=O)Nc1cc(C(C)(C)C)nn1-c1ccccc1	-3	-5	9	14	-4	16	-35	-19	3
Cc1csc2ncc(C(=O)N3CCc4ccccc43)c(=O)n12	6	1	13	2	2	-2	12	5	11
CC(=O)c1ccc(OCC(O)COc2ccc(C(C)=O)cc2)cc1	3	7	2	17	19*	2	4	10	8
COc1ccc(CN2CCN(S(=O)(=O)c3ccc(NC(C)=O)cc3)CC2)cc1OC	3	-4	4	6	7	16	2	-1	6
Cc1c(C(=O)NCC2CCCO2)sc2nc(-c3ccccc3)cn12 (centres undefined)	-3	23	2	0	-1	-2	1	9	.
O=C(Nc1ccccc1C(=O)N1CCCC1)c1cccc(S(=O)(=O)N2CCCCC2)c1	-2	-4	11	-3	1	5	1	8	7

17 entries from above, in markdown:
| compound | JNK3 inh | FXIa mix inh | FXIIa mix inh | PKA kinase inh | ROCK2 inh | CatS inh | C1s inh | CatG inh | CatL inh |
| --- | --- | --- | --- | --- | --- | --- | --- | --- | --- |
| COc1cccc2cc(C(=O)OC3CCN(C)CC3)c(=O)oc12 | -5 | -31 | -23 | 1 | -6 | -25 | -43 | -20 | -6 |
| Cn1c(=O)n(CCc2ccccc2)c(=O)c2c1nc1n2CCCN1CCc1ccccc1 | 1 | 2 | 2 | 8 | 4 | 16 | 4 | 2 | -1 |
| Cc1ccc(-c2noc(CCCC(=O)Nc3cccnc3)n2)cc1 | -4 | -5 | 0 | 3 | 0 | -4 | -37 | 8 | 7 |
| CCSC(C)CC1CC(=O)CC(=O)C1 (centres undefined) | 4 | 7 | -14 | 6 | 3 | 19 | 0 | -2 | 10 |
| O=C(O)CN1C(=O)C2C3C=CC(C3)C2C1=O (centres undefined) | -2 | 10 | -14 | 5 | 6 | 5 | 1 | 0 | . |
| O=C(O)CCCCCCC1C(=O)NC(=O)N1CCC(O)C1CCCCC1 (centres undefined) | -3 | 1 | -16 | 4 | 7 | 1 | 15 | 12 | 16 |
| CC1CCCN(C(=O)C23CCC(C)(C(=O)C2)C3(C)C)C1 (centres undefined) | . | 7 | 2 | . | . | 2 | 10 | 8 | 9 |
| C/C=C/COC(=O)c1[nH]c2c(c1C)C(=O)CC(c1ccc(N(C)C)cc1)C2 (centres undefined) | -3 | 8 | -14 | 6 | 0 | 4 | 2 | -2 | 8 |
| CC(C)(C)C(=O)/C(C#N)=c1\s/c(=C\c2ccncc2)c(=O)n1CCCN1CCOCC1 | 2 | 11 | 12 | -3 | 1 | 1 | 2 | 0 | 0 |
| CCCC(c1nnnn1Cc1ccc(F)cc1)N1CCN(C2CCCCC2)CC1 (centres undefined) | 2 | 2 | 7 | 6 | 3 | 5 | 1 | 7 | 26 |
| CCCCNC(=O)Nc1ccc(Br)cn1 | . | 2 | 9 | 3 | . | 6 | -2 | -1 | 6 |
| COc1ccc(S(=O)(=O)N(CC(N)=O)C2CCCCC2)cc1Cl | 1 | 10 | 5 | -3 | -5 | -2 | -3 | 1 | 3 |
| Cn1cccc1C(=O)OCC(=O)Nc1cc(C(C)(C)C)nn1-c1ccccc1 | -3 | -5 | 9 | 14 | -4 | 16 | -35 | -19 | 3 |
| Cc1csc2ncc(C(=O)N3CCc4ccccc43)c(=O)n12 | 6 | 1 | 13 | 2 | 2 | -2 | 12 | 5 | 11 |
| CC(=O)c1ccc(OCC(O)COc2ccc(C(C)=O)cc2)cc1 | 3 | 7 | 2 | 17 | 19* | 2 | 4 | 10 | 8 |
| COc1ccc(CN2CCN(S(=O)(=O)c3ccc(NC(C)=O)cc3)CC2)cc1OC | 3 | -4 | 4 | 6 | 7 | 16 | 2 | -1 | 6 |
| Cc1c(C(=O)NCC2CCCO2)sc2nc(-c3ccccc3)cn12 (centres undefined) | -3 | 23 | 2 | 0 | -1 | -2 | 1 | 9 | . |

(list continues)
SMILES	JNK3 inh	FXIa mix inh	FXIIa mix inh	PKA kinase inh	ROCK2 inh	CatS inh	C1s inh	CatG inh	CatL inh
CN(C)CCNc1oc(-c2ccccc2F)nc1C#N	0	5	5	-5	1	-7	-18	-7	-207
Cc1ccccc1CN1CCCNC1=O	-4	8	-10	0	-4	11	-4	-1	15
O=c1c2ccccc2nc2n1CCC2	3	8	4	14	4	-3	0	8	11
CCOC(=O)Nc1cc(C)c(Cl)cc1OC	5	2	9	4	2	-2	0	-3	-2
CC(=O)N1CCc2cc(S(=O)(=O)NCCC(=O)NC3CCCc4ccccc43)ccc21 (centres undefined)	-6	7	2	-3	-3	10	-1	-3	2
